C2C12 statin – protects C2C12 myotubes from simvastatin toxicity. AID 602340. actives 0.78% (n = 330,000). rescue of ATP level, % at 7.49 µM. ATP luminescence, 48 h; scaled: DMSO 0, geranylgeraniol control 100;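 active means mean ATP rescue above about 67%, or every replicate alone reaching that limit, limit read from the data, passing the limit was not always enough; inconclusive means no clear call, values can overlap the other calls; inactive means mean under the limit and some replicate under it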;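 further: myotubes were challenged with 10 µM simvastatin during compound exposure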
E-sel inducer – E-selectin induction on HUVECs; P16581; HUVEC E-selectin immunofluorescence imaging; normalized: neutral wells 0, TNF-alpha wells 100; activation, % at 7.58 µM; actives 0.37% (n = 260,000); AID 686992;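 active means mean E-selectin-positive cell signal at least 10% of the positive control, reached in at least 60% of replicates, without over 20% cell loss; inconclusive means no rule given, readout overlaps actives, possibly toxicity-flagged; inactive means the rest, including those meeting only one limit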;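 further: in these data hits start at about 27%; measured in HUVEC primary endothelial cells; signal is the percent of cells scored E-selectin positive by PE staining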
Target sequence (P16581 whole entry, looked up): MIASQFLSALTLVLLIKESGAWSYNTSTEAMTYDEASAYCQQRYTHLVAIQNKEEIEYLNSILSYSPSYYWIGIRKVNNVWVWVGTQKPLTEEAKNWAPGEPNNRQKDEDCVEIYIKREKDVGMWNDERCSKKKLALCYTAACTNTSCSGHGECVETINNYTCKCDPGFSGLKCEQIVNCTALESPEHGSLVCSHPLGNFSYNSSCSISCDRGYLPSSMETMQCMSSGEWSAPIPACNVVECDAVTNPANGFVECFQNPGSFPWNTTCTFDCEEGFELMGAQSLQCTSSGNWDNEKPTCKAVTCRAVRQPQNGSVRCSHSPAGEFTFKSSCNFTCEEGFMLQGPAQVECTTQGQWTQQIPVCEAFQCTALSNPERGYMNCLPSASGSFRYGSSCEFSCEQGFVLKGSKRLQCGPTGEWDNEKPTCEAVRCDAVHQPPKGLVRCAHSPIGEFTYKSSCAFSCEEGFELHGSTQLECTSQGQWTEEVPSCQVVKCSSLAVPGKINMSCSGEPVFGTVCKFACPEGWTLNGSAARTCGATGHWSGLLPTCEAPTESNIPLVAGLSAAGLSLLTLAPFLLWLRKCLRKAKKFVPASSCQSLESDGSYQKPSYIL
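System: HUVEC, human umbilical vein endothelial cells; quantity: 3,000 cells/well; buffer or medium: EGM-2 medium, gelatin-coated wells; dosing: single-point compound dose; detection: immunofluorescence imaging; evaluation: % PE-positive cells; benchmarks: TNF-alpha, DMSO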
S100A4 MyoIIA – inhibitors of human S100A4 binding to myosin IIA peptide. P26447. S100A4/TAMRA-MyoIIA peptide fluorescence polarization. inhibition, % at 10.7 µM. actives 0.14% (n = 360,000). AID 652163;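 active means mean inhibition of at least 70% across replicates, with every replicate also reaching that level; inconclusive means mean inhibition reaches 70% but some replicates fall short; inactive means mean inhibition below 70%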
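incubation = readout 5 min after mixing, signal stable up to 60 min | system = S100A4 monomer protein | buffer or medium = HEPES pH 7.2 with CaCl2, KCl, NaCl, DTT, Triton | benchmarks = neutral control DMSO, positive control TFP | also added = fluorescent myosin IIA peptide, 5 nM | compound dosing = one concentration per compound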
SIRT5 inh – inhibitors of human sirtuin-5 desuccinylase; inhibition, % at 15 µM; AID 652115; actives 1.1% (n = 330,000); Q9NXA8; Purified SirT5, succinyl-peptide AMC, trypsin-coupled fluorescence; in the data active means inhibition above about 15%; inconclusive means no clear call, values can overlap the other calls
PglD DTNB – inhibitors of Campylobacter jejuni PglD acetyltransferase; actives 0.098% (n = 360,000); purified PglD enzyme, DTNB colorimetric CoA detection; inhibition, % at 12.5 µM; in the data active means inhibition above about 16%, passing the limit was not always enough; inconclusive means no clear call, values can overlap the other calls; further: strong numbers were not always called active
ERp5 inh – inhibitors of human ERp5. Q15084. ERp5 insulin aggregation, absorbance 650 nm, 90 min. inhibition, % at 9.99 µM. actives 0.05% (n = 350,000). AID 651711;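 active means mean replicate inhibition above about 25%, with every replicate also reaching it, limit read from the data, passing the limit was not always enough; inconclusive means only one of those two criteria met; inactive means neither criterion met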
Target sequence (Q15084 whole entry, looked up): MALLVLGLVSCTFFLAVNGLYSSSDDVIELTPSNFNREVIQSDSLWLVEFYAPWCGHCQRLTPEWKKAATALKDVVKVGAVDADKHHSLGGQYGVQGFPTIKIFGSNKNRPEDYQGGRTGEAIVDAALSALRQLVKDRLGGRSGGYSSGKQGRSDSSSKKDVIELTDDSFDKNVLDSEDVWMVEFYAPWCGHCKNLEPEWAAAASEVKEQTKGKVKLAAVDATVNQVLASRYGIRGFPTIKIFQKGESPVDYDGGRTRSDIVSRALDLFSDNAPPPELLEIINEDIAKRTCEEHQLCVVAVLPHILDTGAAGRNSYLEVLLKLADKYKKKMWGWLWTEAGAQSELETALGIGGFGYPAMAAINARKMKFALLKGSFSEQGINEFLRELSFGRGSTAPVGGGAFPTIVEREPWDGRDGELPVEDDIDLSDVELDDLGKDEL
DENV2 CPE – protects cells from dengue virus 2 cytopathic effect. actives 1.7% (n = 350,000). CPE inhibition, % at 9.99 µM. DENV2-infected cells, cytopathic effect rescue, plate reader; in the data active means CPE inhibition above about 20%, passing the limit was not always enough; inconclusive means no clear call, values can overlap the other calls; tested in BHK-21 cells;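 further: 0% = median of neutral control wells and 100% = median of positive control wells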
* marks the source's active call; other numbers are inactive results; ? = inconclusive; . = not tested or not shown; & = joins results of further samples. An excerpt; rates above refer to the full screens.

Abbreviations – A = C2C12 statin; B = E-sel inducer; C = S100A4 MyoIIA; D = SIRT5 inh; E = PglD DTNB; F = ERp5 inh; G = DENV2 CPE
(1) C[C@@H]1CN([C@H](C)CO)C(=O)c2cc(NC(=O)Nc3ccc4c(c3)OCO4)ccc2O[C@@H](C)CCCCO[C@@H]1CN(C)S(=O)(=O)c1ccc(Cl)cc1
  A: .	B: 1.2	C: -10	D: 4	E: 1	F: 8	G: -5
(2) COc1ccc(NC(=O)C2CC(c3ccccc3O)=NO2)cc1OC (stereo not given)
  A: 6	B: 0.1	C: 1	D: 0	E: 1	F: 5	G: -1
(3) Cc1ccc(S(=O)(=O)N2C[C@@H]3N[C@H](C2)C3c2ccc(-c3cccc(C#N)c3)cc2)cc1 (stereo not given in full)
  A: .	B: 0.3&0.0	C: -2&0	D: -1&-1	E: .	F: 3&0	G: -3&2
(4) COc1ccc(N(C(=O)c2snc(C(N)=O)c2N)C(C(=O)NC2CCCCC2)c2ccc(C)o2)cc1 (stereo not given)
  A: 75*	B: -0.2	C: -3	D: -6	E: -8	F: 4	G: 9
(5) O=C(C[C@H]1C=C[C@H](NC(=O)NC2CCCCC2)[C@H](CO)O1)NCc1ccc(Cl)cc1
  A: 1	B: 0.1	C: -44	D: -2	E: -2	F: 1	G: 3
(6) FC(F)(F)c1cc(-c2ccccc2)nc2nc(N3CCOCC3)sc12
  A: .	B: 3.8	C: 2	D: -3	E: .	F: 1	G: -1
(7) O=C(NCc1ccccc1)c1cc(C2CCCCN2C(=O)c2ccc3c(c2)CCO3)on1 (stereo not given)
  A: 2	B: 0.0	C: -2	D: .	E: 4	F: -4	G: -9
(8) C/C(=N\NC(=O)c1ccc(Cn2cc([N+](=O)[O-])cn2)o1)c1cccc(NC(=O)C(C)C)c1
  A: .	B: .	C: 2	D: -3	E: .	F: -4	G: 28*
(9) COc1ccc(-c2cnc3c(c2)C(=O)N([C@H](C)CO)C[C@H](C)[C@H](CN(C)C(=O)C2CCC2)O3)cc1
  A: 12	B: 0.0	C: -5	D: -4	E: 3	F: 3	G: 18
(10) C/C=C/c1ccc([C@@H]2[C@@H](CO)N3C(=O)CN(Cc4ccc(C(=O)OC)cc4)C[C@H]23)cc1
  A: .	B: -0.2	C: 16	D: -5	E: .	F: -5	G: 6
(11) C[C@H](CO)N1C[C@H](C)[C@H](CN(C)C(=O)Cc2cccnc2)Oc2ncc(C3=CCCCC3)cc2C1=O
  A: -24	B: 3.4	C: -2	D: 0	E: 4	F: 3	G: 1
(12) O=P(OC1CCCCC1)(OC1CCCCC1)C(O)c1cccnc1 (stereo not given)
  A: 13	B: .	C: 10	D: 0	E: 5	F: 4	G: 0
(13) CN(Cc1cnccn1)C(=O)CC1C(=O)NCCN1Cc1cccc(F)c1 (stereo not given)
  A: 0	B: 0.2	C: 6	D: 3	E: -6	F: -4	G: -1
(14) CC(=O)Nc1ccc(NC(=O)C2CC(=O)Nc3ncnn32)cc1 (stereo not given)
  A: .	B: 2.8	C: 2	D: 4	E: -4	F: 0	G: 8
(15) CCOC(=O)C1(CCOc2ccccc2)CCN(Cc2cccc3nonc23)CC1
  A: -16	B: 1.7	C: 11	D: -4	E: 2	F: -3	G: 5

Further structures
Abbreviations – A = C2C12 statin; B = E-sel inducer; C = S100A4 MyoIIA; D = SIRT5 inh; E = PglD DTNB; F = ERp5 inh; G = DENV2 CPE
(16) CCCn1nc(C(=O)Nc2ccc3c(c2)OCCO3)c2ccccc2c1=O
  A: -3	B: .	C: 1	D: -1	E: 8	F: 3	G: -2
(17) CC1CN(C(=O)COC(=O)c2ccc(S(=O)(=O)N(C)C)cc2)CC(C)O1 (stereo not given)
  A: 16	B: 0.1	C: -22	D: -3	E: -4	F: -2	G: -2
(18) Nc1ccccc1C(=O)N=Nc1[nH]c(N)c2ccccc12
  A: .	B: .	C: -1	D: 18*	E: .	F: -3	G: -3
(19) O=C(c1cccc(F)c1)N1C[C@H]2[C@@H](c3ccccc31)[C@H](CO)N2C(=O)c1ccccn1
  A: -13	B: -0.2	C: 30	D: 1	E: 4	F: 2	G: -6
(20) O=C(Nc1ccc(Cl)c(S(=O)(=O)N2CCOCC2)c1)c1ccc2c(c1)OCO2
  A: -1	B: -1.6	C: 10	D: .	E: 0	F: -1	G: 6
(21) COCCNC(=O)C[C@@H]1C[C@@H]2c3cc(NC(=O)C4CCC4)ccc3O[C@@H]2[C@@H](CO)O1
  A: -7	B: 0.5	C: 0	D: 1	E: 0	F: -3	G: 0
(22) CO[C@@H]1CN(C)C(=O)c2cc(NC(=O)C3CC3)ccc2OC[C@@H](C)N(Cc2nccs2)C[C@H]1C
  A: 7	B: 0.1	C: 17	D: -7	E: 4	F: 5	G: -2
(23) CCCCN(C(=O)C1=COCCO1)c1c(N)n(Cc2ccccc2)c(=O)[nH]c1=O
  A: -3	B: -0.3	C: 9	D: -2	E: -1	F: 2	G: -2
(24) CC1CCCC(NC(=O)CSc2ncccn2)C1C (stereo not given)
  A: 2	B: 0.6	C: -2	D: 2	E: -1	F: 0	G: ?
(25) CN(C)c1ccc(/C=N/N2C(=O)c3ccccc3C2=O)cc1
  A: 0	B: -0.9	C: 2	D: -2	E: .	F: 2	G: -10
(26) CN(N)C(=S)Nc1ccc(Cl)cc1
  A: .	B: .	C: 22	D: 5	E: .	F: -6	G: 9
(27) COc1ccc(C#Cc2ccc([C@@H]3[C@H](CO)N4CCCCN(Cc5ccccc5F)C[C@@H]34)cc2)cc1
  A: 5	B: 0.0	C: -4	D: 1	E: -6	F: -7	G: -31
(28) Nc1nc(NCCOCCO)nc(NCc2ccccc2)c1[N+](=O)[O-]
  A: 4	B: 0.2	C: -1	D: 4	E: 2	F: 5	G: -2
(29) O=C(Nc1ccc(F)cc1)c1cnccn1
  A: 2	B: -0.2	C: 3	D: -4	E: -4	F: -4	G: 1
(30) O=C(CCN1CCCCC1)N[C@@H]1CC[C@H](CCn2cc(-c3ccccc3)nn2)O[C@@H]1CO
  A: 2	B: 1.0	C: 0	D: 1	E: 3	F: 0	G: -1

New compounds follow
Abbreviations – A = C2C12 statin; B = E-sel inducer; C = S100A4 MyoIIA; D = SIRT5 inh; E = PglD DTNB; F = ERp5 inh; G = DENV2 CPE
(31) C[C@@H]1CN([C@@H](C)CO)S(=O)(=O)c2ccc(/C=C/c3ccccc3)cc2O[C@@H]1CN(C)C(=O)CN1CCOCC1
  A: -1	B: -0.1	C: 3	D: 1	E: -1	F: -7	G: 5
(32) O=C(c1ccc(S(=O)(=O)N2CCCC2)cc1)N1CCCC(C(F)(F)F)C1 (stereo not given)
  A: -16	B: .	C: -4	D: 2	E: -4	F: -2	G: -1
(33) O=C(COC(=O)c1ccncc1)Nc1cc(S(=O)(=O)N2CCOCC2)ccc1Cl
  A: 2	B: -0.7	C: -15	D: -1	E: .	F: 2	G: 2
(34) NC(=O)c1ncn([C@@H]2O[C@H](C(=O)N[C@H](Cc3c[nH]c4ccccc34)C(=O)N3CCN(C(=O)N4CCOCC4)CC3)[C@@H](O)[C@H]2O)n1
  A: .	B: 0.0	C: 0	D: -1	E: .	F: 0	G: -1
(35) Cc1ccccc1C(=O)NNC(=O)C(=O)N1CCCCC1
  A: .	B: 2.3	C: -1	D: -1	E: .	F: 0	G: -3
(36) O=C(NCc1ccc(C(F)(F)F)cc1)c1ccc(-c2ccc(F)c(F)c2)c2ccoc12
  A: 1	B: 0.0	C: 0	D: -4	E: -2	F: -4	G: 15
(37) O=S(=O)(NC[C@@H]1CC[C@H]2[C@H](CN2Cc2cccc(-c3ccccn3)c2)O1)c1ccccc1
  A: .	B: .	C: 13	D: 18*	E: .	F: 0	G: 6
(38) C[C@@H]1CN([C@H](C)CO)C(=O)c2cc(C#CC(C)(C)O)cnc2O[C@H]1CN(C)Cc1cncnc1
  A: -16	B: 0.4	C: -1	D: -2	E: 2	F: 0	G: 3
(39) O=C(CN1CCOCC1)NCC[C@H]1CC[C@H](NC(=O)Nc2ccccc2)[C@H](CO)O1
  A: -1	B: 0.1	C: 6	D: 0	E: -1	F: -1	G: .
(40) CC1SCC(=O)N(CC(=O)NCc2ccccc2)C1=O (stereo not given)
  A: -3	B: .	C: 4	D: 0	E: -3	F: -7	G: 1
(41) O=C(C[C@@H]1CC[C@@H]2NC[C@H](O)COC[C@H]2O1)NCCN1CCCC1
  A: .	B: -0.1	C: -15	D: -3	E: .	F: -2	G: -1
(42) COc1cc(C=O)ccc1OCCOc1ccccc1[N+](=O)[O-]
  A: .	B: -0.2	C: 1	D: -2	E: .	F: 2	G: 7
(43) Cn1cnc(CCNC(=O)[C@@H]2[C@@H](CO)[C@@H]3Cn4c(cccc4=O)[C@H]2N3C(=O)Nc2ccccc2)c1
  A: 5	B: 0.2	C: 4	D: 0	E: 4	F: 5	G: -3
(44) CN(CCCNC(=O)Cn1cc2c(n1)CCCC2)C1CCCCC1
  A: -5	B: -0.2	C: 0	D: .	E: 0	F: 0	G: 1
(45) O=C(Nc1cccc(F)c1)N1CCCCN2[C@H](CO)[C@H](c3ccc(-c4ccncc4)cc3)[C@@H]2C1
  A: .	B: -0.1	C: -17	D: 1	E: 2	F: 7	G: -5
(46) CCOC(=O)Nc1ccc(C(=O)/C=C/c2ccccc2)cc1
  A: -2	B: .	C: -2	D: -1	E: -3	F: 0	G: 2
(47) C[C@@H]1CN([C@H](C)CO)S(=O)(=O)c2ccc(C#CC3CC3)cc2O[C@@H]1CN(C)C(=O)c1cnccn1
  A: -7	B: -0.1	C: -29	D: -7	E: -1	F: 2	G: -9
(48) CC1(C)C[C@@H]2C[C@@](C)(CN2C(=O)c2cc(COc3cccc(C(F)(F)F)c3)on2)C1
  A: -12	B: -0.3	C: -2	D: 7	E: -3	F: 7	G: 6

An excerpt from above in order of number of heavy atoms, largest number first.
Abbreviations – A = C2C12 statin; B = E-sel inducer; C = S100A4 MyoIIA; D = SIRT5 inh; E = PglD DTNB; F = ERp5 inh; G = DENV2 CPE
(34) NC(=O)c1ncn([C@@H]2O[C@H](C(=O)N[C@H](Cc3c[nH]c4ccccc34)C(=O)N3CCN(C(=O)N4CCOCC4)CC3)[C@@H](O)[C@H]2O)n1
  A: .	B: 0.0	C: 0	D: -1	E: .	F: 0	G: -1
(31) C[C@@H]1CN([C@@H](C)CO)S(=O)(=O)c2ccc(/C=C/c3ccccc3)cc2O[C@@H]1CN(C)C(=O)CN1CCOCC1
  A: -1	B: -0.1	C: 3	D: 1	E: -1	F: -7	G: 5
(43) Cn1cnc(CCNC(=O)[C@@H]2[C@@H](CO)[C@@H]3Cn4c(cccc4=O)[C@H]2N3C(=O)Nc2ccccc2)c1
  A: 5	B: 0.2	C: 4	D: 0	E: 4	F: 5	G: -3
(45) O=C(Nc1cccc(F)c1)N1CCCCN2[C@H](CO)[C@H](c3ccc(-c4ccncc4)cc3)[C@@H]2C1
  A: .	B: -0.1	C: -17	D: 1	E: 2	F: 7	G: -5
(37) O=S(=O)(NC[C@@H]1CC[C@H]2[C@H](CN2Cc2cccc(-c3ccccn3)c2)O1)c1ccccc1
  A: .	B: .	C: 13	D: 18*	E: .	F: 0	G: 6
(48) CC1(C)C[C@@H]2C[C@@](C)(CN2C(=O)c2cc(COc3cccc(C(F)(F)F)c3)on2)C1
  A: -12	B: -0.3	C: -2	D: 7	E: -3	F: 7	G: 6
(32) O=C(c1ccc(S(=O)(=O)N2CCCC2)cc1)N1CCCC(C(F)(F)F)C1 (stereo not given)
  A: -16	B: .	C: -4	D: 2	E: -4	F: -2	G: -1
(40) CC1SCC(=O)N(CC(=O)NCc2ccccc2)C1=O (stereo not given)
  A: -3	B: .	C: 4	D: 0	E: -3	F: -7	G: 1

Screening results from PubChem.
